Screening data deposited in PubChem BioAssay by several laboratories.
HSF-1 act: increases HSF-1 driven luciferase reporter signal | AID 504408 | activation, % at 9 µM | NIH3T3-HGL HSF-1 luciferase reporter, MG132, 8 h; 100% = twice DMSO control signal | 300,000 compounds, 1.7% hits;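 active means mean replicate activation of at least 50% with a set share of replicates each reaching 50%; inconclusive means only one of those two conditions met; inactive means mean below 50% and too few replicates reaching it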;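 further: 0% = median of the neutral control wells and 100% = twice that signal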
SKKanGAS inh: blocks kanamycin growth of S. pyogenes SKKanGAS strain; 300,000 compounds, 1.3% hits; BacTiter-Glo, 6 h; inhibition, % at 7.5 µM; AID 1662;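 active means mean replicate score, as percent of positive control median, at least 50; inconclusive means mean below 50 but one replicate at or above 50; inactive means mean and every replicate below 50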;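 further: strain carries kanamycin resistance gene driven by streptokinase promoter and grows in 40 µg/ml kanamycin; loss of luminescence reflects streptokinase promoter inhibition or plain growth inhibition; 0% = median of DMSO wells and 100% = positive control at its reference dose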
Platelet DG rel: modulates dense granule release in human platelets; human platelet-rich plasma, SFLLRN dense granule ATP release, luminescence; 300,000 compounds, 0.22% hits; AID 1663; inhibition, %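 (compounds screened at 7.5 µM in platelet-rich plasma)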;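 active means mean replicate score, as percent of positive control, at or above 50; inconclusive means mean below 50 but at least one replicate at or above 50; inactive means mean and every replicate below 50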
aSyn UTR inh: 5' untranslated region of α-synuclein, MLPCN primary screen; inhibition, % (tested at 7.5 µM); 300,000 compounds, 0.82% hits; alpha-synuclein 5'UTR reporter, inhibitor activity; in the data active means inhibition above about 60%; inconclusive means no clear call, values can overlap the other calls;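 further: H4 neuroglioblastoma cells stably carrying SNCA 5'UTR luciferase fusion; 0% = DMSO wells and 100% = positive control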
KLF5 inhibitor: suppresses KLF5 promoter-driven expression; DLD-1 KLF5 promoter-luciferase reporter, luminescence; inhibition, % at 5 µM; 290,000 compounds, 0.23% hits;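 active means inhibition above a per-plate limit of that plate's mean compound inhibition plus 3 SD, cut at about 60% in these data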;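 further: 0% = DMSO wells and 100% = LY294002 at 200 µM; higher means less KLF5 promoter-driven luciferase light; inactives centre near -14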
HIF activator: HIF pathway transcriptional activation; U2OS HRE-luciferase reporter, luminescence; normalized: DMSO 0%, desferrioxamine 100%; activation, % at 7.5 µM (by protocol); 300,000 compounds, 0.32% hits; AID 1910;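 active means mean activation of at least 10% of the iron chelator positive control signal, with at least half of replicates also reaching 10%; inconclusive means mean and replicate majority disagree about reaching 10%; inactive means mean and most replicates under 10%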
HSP90 inh: blocks HSP90-mediated luciferase refolding in reticulocyte lysate | Rabbit reticulocyte lysate, luciferase refolding luminescence, 3 h | inhibition, % at 5.6 µM | AID 1789 | 290,000 compounds, 0.91% hits;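 active means inhibition above the screen-wide mean plus 3 SD, computed separately per campaign, cut at about 16% in these data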;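 further: 0% = DMSO wells and 100% = 60 µM geldanamycin wells; inhibitors lower the luminescence because luciferase stays unfolded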
IEC-6 tox: kills IEC-6 intestinal cells in KLF5 counter-screen | 290,000 compounds, 0.78% hits | inhibition, % at 5 µM | IEC-6 cytotoxicity, luminescence viability; in the data active means inhibition above about 22%;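 further: 0% = plate median of test compound wells and 100% = cytotoxic reference compound wells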
AI-2 QS modul: modulators of Vibrio harveyi AI-2 quorum sensing system; Vibrio harveyi JMH597 AI-2 luminescence/OD600 ratio, 9 h; active compounds read low; strain lacks LuxN and CqsS sensors; 0 = neutral-control median; activity change, % at 7.5 µM; 300,000 compounds, 0.4% hits; in the data active means activity change below about -75%, passing the limit was not always enough; inconclusive means no clear call, values can overlap the other calls;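 further: luminescence divided by OD600 gain over 9 h not by final OD600 alone; inactives centre near 13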
HSF1 inhib: HSF1 inhibition | activity change, negative = inhibition, % at 7.5 µM (by protocol) | AID 2098 | NIH3T3-HGL HSE-luciferase, MG132-induced, luminescence 8 h; active compounds read low | 300,000 compounds, 0.77% hits;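 active means more than half of replicate wells show activity change below -50%, luminescence cut by over half; inconclusive means some wells, but at most half, below -50%; inactive means no replicate well below -50%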;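 further: luciferase reports HSF-1 transcriptional activity via heat shock element; 0% = median of DMSO wells and -100% = zero luminescence signal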
* = called active by the depositor; ? = inconclusive; . = not tested or not shown.

SMILES	HSF-1 act	SKKanGAS inh	Platelet DG rel	aSyn UTR inh	KLF5 inhibitor	HIF activator	HSP90 inh	IEC-6 tox	AI-2 QS modul	HSF1 inhib
NC(=O)[C@@H]1CCCCNc2c(I)cc([N+](=O)[O-])cc2C(=O)N[C@@H](CCC(=O)O)C(=O)N[C@@H](CO)C(=O)N1	-15	1	-3	15	-11	2.2	-4	-1	22	-2
CCOC(=O)C1C(=O)NC(N2CCCCC2)=NC1C(C)C (centres undefined)	-5	-8	12	-1	3	-0.4	5	0	18	-5
COc1ccc(-c2nn(-c3ccccc3)cc2C(=O)NCC(c2cccs2)N2CCOCC2)cc1 (centres undefined)	-3	-4	9	9	.	0.2	.	.	5	-1
O=C(CCn1c(=S)oc2ccccc21)Nc1ccccc1Br	2	8	-8	7	-15	-0.1	-2	3	34	12
COc1ccc(/C=C2\SC(=S)N(CCC(=O)N3CCOCC3)C2=O)cc1	5	0	-35	-38	-35	-0.3	-1	-10	18	4
Cc1ccc(/C(O)=C2\C(=O)C(=O)N(c3cc(C)on3)C2c2cccc(Cl)c2)cc1 (centres undefined)	12	45	3	-19	-19	0.2	-1	-5	32	0
CC(=O)c1csc(-c2cccc(-c3nc4ccc(Cl)cn4c3NC3CCCCC3)c2)c1	11	20	3	10	.	-6.0	.	.	7	12
COc1cccc(N(C(=O)Cc2cccs2)C(C(=O)NC2CCCC2)c2ccncc2)c1 (centres undefined)	15	9	2	-8	5	1.1	2	-3	23	8
COc1cc(/C=C/C(=O)Nc2cc(C(F)(F)F)ccc2Cl)cc(OC)c1OC	28	-16	3	-19	6	-22	3	10	-5	-4
CCn1c(CNc2cccc(Cl)c2)nnc1SCC(=O)OC1CCCCC1	27	1	8	18	0	-0.6	0	-4	13	22
S=C(NCCc1ccccc1)NCc1cccs1	45	6	0	-74	-95	1.2	0	4	-51	13
CC1CCN(S(=O)(=O)c2cccc(C(=O)Nc3nccs3)c2)CC1	-10	-3	14	23	1	-0.1	3	1	12	-3
COCc1cc(C)nc(SCc2ccc(Br)cc2)c1C#N	11	32	0	-6	.	-0.2	.	.	51	8
CCOC(=O)Cc1nnc(NC(=O)C(CC)Sc2nc(C)cc(C)n2)s1 (centres undefined)	12	-2	15	8	-47	-0.2	0	-9	19	-3
COc1cccc(C(=O)NCCS(=O)(=O)NCc2ccc(Cl)cc2)c1	6	-8	-1	-1	.	-36	.	.	14	0
Cc1ccc(S(=O)(=O)NCc2nc3ccccc3c(=O)n2N)cc1	24	3	-2	18	-12	0.0	4	-1	43	6
Cc1ccc(NC(=O)C2CCN(c3nc(C)cc(C)n3)CC2)cc1	-11	-3	-7	1	-24	-0.5	-3	-1	6	-4
CC(=O)c1ccc(N2CCN(Cc3nc4ccccc4[nH]3)CC2)cc1	2	-4	-4	14	-22	-0.2	-3	4	2	2
CCn1c(SCC(=O)Nc2ccc(N3CCOCC3)cc2)nnc1-c1ccncc1	19	-8	-1	9	-16	0.3	4	-6	-2	3
Cc1ccc2cc(C#N)c(N3CCCN(S(=O)(=O)c4ccccc4)CC3)nc2c1C	31	-8	-1	2	-23	-0.6	2	1	-2	11
Cc1cccc(C)c1NC(=O)CSc1nnc([C@@H]2CCCN2C(=O)OC(C)(C)C)o1	-4	-2	0	1	10	-0.4	2	-5	11	-3
O=C(COC(=O)/C(=C/c1cccs1)c1cccs1)NC(c1ccccc1)c1ccccc1	-1	0	2	-11	-9	-16	3	-1	25	-1
CSc1ccccc1-c1nnc(-c2ccc(Cl)cc2Cl)o1	54*	1	-4	-109	-13	2.8	2	7	6	38
O=C(N/N=C1/CCSC1)c1cc(Br)ccc1O	-2	43	1	-8	3	0.2	4	6	28	5
COc1ccc(C2(C)NC(=O)N(CC(=O)NCc3ccccc3F)C2=O)cc1 (centres undefined)	0	2	0	-4	-7	0.6	-2	-9	13	2

(cont.)
SMILES	HSF-1 act	SKKanGAS inh	Platelet DG rel	aSyn UTR inh	KLF5 inhibitor	HIF activator	HSP90 inh	IEC-6 tox	AI-2 QS modul	HSF1 inhib
CCOc1ccc(S(=O)(=O)NC(C)C(=O)NCc2ccncc2)cc1 (centres undefined)	10	-5	-6	-30	-28	2.5	2	6	6	-8
CCC(C)[C@H]1COCCS(=O)(=O)N1Cc1ccccc1 (some centres undefined)	-1	2	-1	-15	0	0.4	0	-5	18	-1
Cc1nc(C)c(C(=O)Nc2cccc(C)c2C)o1	6	-1	-22	-18	-26	-0.1	-7	-2	10	-1
O=C(CCSc1ccc(Cl)cc1)NCc1ccccn1	-5	-9	-6	-2	-1	0.1	3	9	16	-2
COc1ccc(OC)c(C(Nc2ccccc2)P(=O)(OC(C)C)OC(C)C)c1 (centres undefined)	13	2	0	-3	-47	-0.4	1	-1	20	0
Cc1cc(-c2nnc(SCC(=O)Nc3ccc(Cl)cn3)n2N)n[nH]1	31	-4	-8	-1	-13	-0.3	-1	-4	25	14
CC(C)CCn1c(SCC(=O)N2CC(=O)Nc3ccccc32)nc2scc(-c3cccs3)c2c1=O	-8	5	-4	9	2	0.2	4	2	32	-2
Cc1ccc(CNC(=O)C(=O)NCC2OCCN2S(=O)(=O)c2ccc(Cl)cc2)cc1 (centres undefined)	10	4	-1	29	9	-0.3	3	7	-3	0
O=C(COC(=O)CCCC1=NS(=O)(=O)c2ccccc2N1)Nc1ccc(Br)cc1	-2	20	0	-1	-40	0.3	-2	-4	18	-9
O=C(CC1C(=O)CCCC1=O)c1ccccc1	35	6	1	-12	-17	-0.2	0	-2	-2	9
C/C=C1\COC(C(=O)NCc2ccncc2)(C(F)(F)F)C=C1C=C1CCCCC1 (centres undefined)	63*	7	-11	-2	.	-6.1	.	.	29	31
Cc1ccc(-c2ccc(/C=N/NC(=O)Cc3nnc(N)s3)o2)cc1Cl	-6	-12	-12	-25	-13	-0.4	-2	-6	7	1
Cc1cc(=O)[nH]c(SCC(=O)c2c(N)n(C)c(=O)n(C)c2=O)n1	4	-4	-6	12	-39	-0.5	2	-5	15	-4
Nc1nonc1-n1nnc(C(=O)N/N=C/c2ccoc2)c1CSc1ccc(Cl)cc1	11	5	1	31	-2	-0.3	3	8	21	1
CCN1CCN(CCOc2cccc(Cl)c2Cl)CC1	7	-6	-1	10	-11	-0.4	3	-1	20	-7
Oc1ccc(C[C@@H]2CNCCN2CC2(c3ccccc3)CC2)cc1	-7	7	2	-24	.	0.2	.	.	9	9
CCOC(=O)CSC1=C(C#N)C(c2ccco2)C(C(=O)OCc2ccccc2)=C(C)N1 (centres undefined)	14	2	8	10	-12	-0.3	-1	-2	15	-2
Cc1cccc(NC(=S)Nc2c(C)n(C)n(-c3ccccc3)c2=O)c1C	-4	1	19	9	-24	0.3	0	0	10	-4
O=C(/C=C/c1cccs1)N1CCOCC1	6	-6	3	-3	-27	-0.3	5	-2	11	-7
C=CCn1c(=N)c(C(=O)NCCCOC)cc2c(=O)n3ccccc3nc21	-2	0	3	10	19	0.0	-3	-6	9	5
COC(=O)c1cc(-c2ccc(OC)cc2)on1	-3	6	-7	-8	-12	0.2	-3	2	11	-4
O=c1c2c3c(sc2nc2n1CCCCC2)CCCC3	43	-2	5	-124	-123	6.7	-3	-2	-2	18
COc1ccc(OCCCCn2c(CO)nc3ccccc32)cc1	-65	-2	-2	-11	-25	0.0	1	2	13	-54*
Fc1ccc(-n2c(Cc3ccccc3)nnc2SCc2nc(-c3cccs3)no2)cc1	6	-8	-3	0	2	0.2	3	-7	32	1
Cc1onc(-c2c(F)cccc2Cl)c1C(=O)O/N=C(\N)c1ccc([N+](=O)[O-])o1	32	-2	-6	-80	-24	0.5	2	1	62	13

The results go on.
SMILES	HSF-1 act	SKKanGAS inh	Platelet DG rel	aSyn UTR inh	KLF5 inhibitor	HIF activator	HSP90 inh	IEC-6 tox	AI-2 QS modul	HSF1 inhib
CCCc1nc2ccccc2c(C(=O)OCC(=O)Nc2ccc(S(=O)(=O)N3CCOCC3)cc2)c1CC	8	?	0	3	-28	-0.4	5	8	6	2
COc1ccc(N(CC(=O)N2CCN(C)CC2)S(=O)(=O)c2ccccc2)cc1	2	3	7	-2	-15	0.2	4	-1	9	-11
Cc1onc(-c2ccccc2)c1C(=O)OCc1nnc(-c2ccccc2)o1	?	-6	.	-6	.	0.0	.	.	8	25
COc1ccc2[nH]c(-c3ccccc3)cc2c1	44	6	15	-139	-210	4.3	6	2	3	18
O=C(CCCN1C(=O)/C(=C/c2ccccc2Cl)SC1=S)N1CCCC1	-24	4	-5	-28	-21	-1.1	9	1	19	-15
c1ccc(-c2nc(CSc3n[nH]c(-c4cccs4)n3)cs2)cc1	60*	-13	7	-7	-38	0.1	-1	-5	14	14
Cn1c(SCc2nc(-c3ccccc3)no2)nnc1-c1ccco1	12	-2	-11	-39	-17	4.6	1	4	8	9
CN(CCC(=O)Nc1cc(S(=O)(=O)N(C)C)ccc1Cl)CC(=O)Nc1ccc(F)cc1	4	0	4	-4	-21	0.0	2	2	-7	7
CCOC(=O)Cn1c(=O)c(C#N)cn(C(C)C)c1=O	7	14	-8	15	7	0.4	4	-2	12	-8
CCOC(=O)CC(NC(=O)Cn1nnc(-c2ccccc2C)n1)c1ccc(OC)cc1 (centres undefined)	12	3	0	-1	-6	-0.4	-2	-5	8	4
CCNc1c(NC(=O)C2CCC(C)CC2)c(=O)oc2ccccc12 (centres undefined)	15	5	-1	0	1	0.1	-1	0	6	2
C/C=C/c1c(F)c(F)c(Oc2ccc(C(=O)O)cc2)c(F)c1F	125*	3	-1	5	-7	-0.4	0	2	-41	87
CCN(CC1COc2ccccc2O1)C(=S)Nc1ccc(F)cc1 (centres undefined)	.	4	1	6	-25	0.1	0	-8	14	.
COC(=O)c1sc2ncn(N)c(=O)c2c1C	-43	10	-2	12	-27	-0.2	-2	0	16	-24
Cc1cc(C)c2c(C(C)(C)C)nn(-c3ccccc3)c2n1	-15	60*	-9	9	-6	0.0	4	8	8	-8
COc1cc(O)sc1C=Nc1ccc(Cl)cc1Cl	25	-8	0	11	10	-0.2	2	2	10	14
COc1cccc(-c2cc(C(=O)Nc3ccc4c(c3)OCO4)no2)c1	1	-2	-3	-66	-41	1.6	-3	2	21	-5
CCN(CC)C(=O)CN(C)S(=O)(=O)c1cccc2nsnc12	8	7	0	0	-20	-1.4	-1	4	11	2
COc1ccc(CN2CC34C=CC(O3)C(C(=O)O)C4C2=O)cc1 (centres undefined)	-1	-1	-2	-8	-12	-0.3	-1	6	-1	5
Cc1cccc(CN2CCC(CNC(=O)CCNC(=O)Cn3ccc4ccccc4c3=O)CC2)c1	-4	-4	1	28	-12	0.1	0	2	3	-5
CC(C)c1nnc(NC(=O)Cn2nc(-c3ccc4c(c3)OCCO4)ccc2=O)s1	9	6	6	19	-19	-0.4	2	7	-1	0
O=C(COCc1cc(-c2ccc3c(c2)OCO3)on1)N1CCN(c2cccc(Cl)c2)CC1	19	18	4	-2	5	-0.3	2	2	9	0
COc1ccc(F)cc1S(=O)(=O)n1cnc2ccccc21	-2	0	3	7	-23	0.9	-1	4	4	4
